# Cy5 interf NS3h – Cy5 fluorescence quenchers or enhancers, artefact control for HCV NS3 helicase inhibitor project, biochemical, ChemBridge library, Cy5 readout. Cy5-dT15 DNA with NS3h, fluorescence interference; actives lie on both sides; signal over control mean, under 1 quenches. fluorescence interference ratio at 100 µM. hit rate 6% among 16,000. AID 720488, 2013;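 active = compound fluorescence over control fluorescence at most 0.8, a quencher, or at least a set upper limit, an enhancer; inactive = ratio between 0.8 and the set upper limit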
# HCV NS3h FP – HCV NS3 helicase inhibitors, primary screen, biochemical, fluorescence polarization, ChemBridge library. Hepatitis C virus NS3 helicase. NS3h Cy5-dT15 DNA binding. AID 687043, 2013. hit rate 1.6% among 16,000. inhibition, % at 100 µM;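 active = inhibition above the average over every tested compound plus 3 SD, cut at about 40% in these data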
# Active calls of the source: *.
Cy5 interf NS3h	HCV NS3h FP	canonical_smiles
1.1	0	COCCCNC(=O)C(=O)Nc1ccccc1C
1.1	-19	Cc1ccc(C(=O)Nc2ccc3nn(-c4ccc(Cl)cc4)nc3c2)cc1[N+](=O)[O-]
1.1	2	Cc1onc(-c2ccccc2)c1C(=O)N(C)C
0.98	22	COc1ccc(/C(N)=N\OC(=O)c2ccc(C)c([N+](=O)[O-])c2)cc1
1	-12	COc1cc2c(cc1OC)C(c1ccc([N+](=O)[O-])cc1)=NC(C)(C)C2
0.99	8	CCCOC(=O)c1cccc(NC(=O)COc2ccc(C)cc2Br)c1
1	-7	O=C(NC(c1ccccc1)c1ccccc1)c1ccc(Cl)c([N+](=O)[O-])c1
0.98	8	COc1ccc(/C=c2\sc3nc(-c4ccc(Cl)cc4Cl)nn3c2=O)cc1
0.96	1	Cc1ccnc(NS(=O)(=O)c2ccc(NC(=O)C3CC=CCC3C(=O)O)cc2)n1 (stereo not drawn)
0.99	27	O=C(O)CCC(=O)N1N=C(c2c(-c3ccccc3)c3cc(Cl)ccc3[nH]c2=O)CC1c1cccc([N+](=O)[O-])c1 (stereo not drawn)
0.98	7	CCOC(=O)c1ccc(N2NC(=O)/C(=C/c3ccc(OC)c(Br)c3)C2=O)cc1
0.99	-5	CCOc1ccc(C(=O)Nc2cc(-c3nc4ccccc4s3)ccc2C)cc1Cl
0.95	-9	Cc1cccc(C)c1OCC(=O)NCc1ccccc1
1.1	9	COc1cccc(/C=N\N2C(=O)c3cccc4cccc(c34)C2=O)c1OC
0.98	14	O=C(Cc1ccccc1)NC(c1ccccc1)c1c(O)ccc2ccccc12 (stereo not drawn)
1.1	-1	O=C1C(=O)N(C2CCCCC2)C(=O)N1c1ccc(Cl)cc1
1.1	-5	COc1ccc(N(CC(=O)Nc2ccc(Br)cc2)S(=O)(=O)c2ccccc2)cc1Cl
0.98	-1	O=C1NC(=S)N/C1=C\c1ccc(Oc2ccc([N+](=O)[O-])cn2)cc1
0.82	24	N#Cc1nc(-c2ccc([N+](=O)[O-])cc2)oc1NCc1ccccc1
0.86	11	O=C(NCc1cccs1)C(=O)Nc1cccc(C(F)(F)F)c1
0.99	21	Cc1ccc(C(=O)Oc2ccc(C(=S)N3CCOCC3)cc2)cc1
1.1	14	CC1=C(C(=O)OC2CCCCC2)C(c2ccsc2)C2=C(CCCC2=O)N1 (stereo not drawn)
0.95	-8	COc1ccc(O)c(CN2CCN(Cc3ccccc3OC)CC2)c1
1	4	NC(=O)C1CCN(S(=O)(=O)c2ccc(Cl)cc2)CC1
1	19	c1cncc(CNc2cccc(-c3nc4ccccc4s3)c2)c1
0.82	-3	COc1cc(C(O)c2nccn2C)ccc1OCc1ccccc1 (stereo not drawn)
1	14	COc1ccc(OC)c(NC2=NS(=O)(=O)c3cc([N+](=O)[O-])ccc32)c1
1.1	-1	CC(=O)Nc1ccc(NC(=O)N2CCOCC2)cc1
1.1	1	Cc1ccc2nsnc2c1NC(=O)c1cc(Br)ccc1Cl
0.87	5	COc1ccc(Cl)cc1NC(=O)C1=C(C)NC(=S)NC1c1cccc([N+](=O)[O-])c1 (stereo not drawn)
1.1	7	O=C(NCC1CC2CC1C1CC21)c1ccc(F)cc1 (stereo not drawn)
1.1	7	COc1cc(/C=C2/NC(=S)NC2=O)ccc1OCc1ccc(I)cc1
0.97	28	CC(Oc1ccccc1)C(=O)Nc1cccc(C(=O)Nc2ccccc2Cl)c1 (stereo not drawn)
0.93	4	O=c1oc2ccc3ccccc3c2cc1-c1ccc(I)cc1
0.98	0	O=C1C(Cl)=C(Nc2cccc(C(F)(F)F)c2)C(=O)c2ccccc21
0.93	-2	Nc1cc(-c2ccccc2)nn1-c1ccccc1
1.1	11	CN1C(=O)C(=Cc2ccc(O)c([N+](=O)[O-])c2)C(=O)N(C)C1=O
1	8	Cc1ccc(S(=O)(=O)N=C(Nc2ccc(C)c(Cl)c2)Nc2nc(C)cc(C)n2)cc1
0.97	5	O=C(CN1C(=O)/C(=C/c2ccc(Br)cc2)SC1=S)Nc1ncc(Cc2cccc([N+](=O)[O-])c2)s1
1	4	O=C(NC(=S)Nc1cc([N+](=O)[O-])cc(Cl)c1O)c1cccnc1
0.95	12	CC(C)(C)CC(C)(C)NC(=O)CSCC(=O)Nc1ccc2ccccc2c1
0.98	1	COc1ccc(N2C(=O)C(Cl)=C(Nc3ccc(F)cc3)C2=O)cc1
0.93	-17	COc1ccc(C2=Nc3ccc(Br)cc3C(c3ccccc3)N2CC(=O)NN)cc1 (stereo not drawn)
0.97	3	COC(=O)c1cc(NC(=O)c2ccc(Cl)c([N+](=O)[O-])c2)cc(C(=O)OC)c1
1.1	0	O=c1[nH]c(=S)[nH]c(O)c1C(c1ccncc1)c1c(O)[nH]c(=S)[nH]c1=O
0.98	6	CC(C)COc1ccc(C(=O)Nc2ccc(N3CCOCC3)c(Cl)c2)cc1
0.98	12	CCOc1ccc(C(=O)Nc2ncc([N+](=O)[O-])s2)cc1OCC
0.81	-2	CCOc1cc(C=C2C(=O)NC(=S)NC2=O)ccc1OCc1ccccc1F
0.94	7	CCOc1ccc(S(=O)(=O)N(CC(=O)Nc2ccc(C)cc2C)c2ccc(C)cc2)cc1
0.92	5	CCCn1c(C(O)c2ccc(N(C)C)cc2)nc2ccccc21 (stereo not drawn)

# Additional records:
Cy5 interf NS3h	HCV NS3h FP	canonical_smiles
1.2	1	CS(=O)(=O)N(CC(=O)O)c1ccccc1Cl
1	2	Cc1cc(Cl)ccc1OCC(=O)Nc1ccc(N2CCOCC2)cc1
1	7	COc1ccc(C2NC(=O)NC(C)=C2C(=O)Nc2cccc(Cl)c2)cc1 (stereo not drawn)
1.1	-20	CCOC(=O)c1ccccc1NC(=O)Cn1cnc2c1c(=O)n(C)c(=O)n2C
0.96	6	Nc1ccc2nn(-c3ccc(Cl)cc3)nc2c1
1	-3	COc1ccc(OC)c(NC(=O)CN(c2cc(OC)ccc2OC)S(C)(=O)=O)c1
0.98	7	COc1cccc(C(=O)NC(NC(=S)Nc2ccccc2Cl)C(Cl)(Cl)Cl)c1 (stereo not drawn)
1.1	1	NC(=O)c1ccc(NC(=O)CCC(=O)O)cc1
0.96	12	COc1ccc(/C(N)=N\OC(=O)c2cccc(Br)c2)cc1
1	8	O=C(c1ccc(Cl)cc1)c1cc2ccccc2o1

# Among those listed so far, these have two or more sulfur atoms:
Cy5 interf NS3h	HCV NS3h FP	canonical_smiles
0.97	5	O=C(CN1C(=O)/C(=C/c2ccc(Br)cc2)SC1=S)Nc1ncc(Cc2cccc([N+](=O)[O-])c2)s1
1.1	0	O=c1[nH]c(=S)[nH]c(O)c1C(c1ccncc1)c1c(O)[nH]c(=S)[nH]c1=O

# Following part
Cy5 interf NS3h	HCV NS3h FP	canonical_smiles
1.1	0	Cc1ccc2[nH]c(C)c(CN3CCCC3)c(=O)c2c1
0.92	0	CCOC(=O)c1cccc(NC(=O)c2cncc(Br)c2)c1
0.93	6	COC(=O)c1c(C)oc2ccc(O)cc12
1	8	Cc1ccc(N(CC(=O)NCC(C)NC(=O)CN(c2ccc(C)cc2)S(C)(=O)=O)S(C)(=O)=O)cc1 (stereo not drawn)
1.1	-12	O=C(Nc1ccccc1F)c1ccccc1
0.98	4	COc1ccc(C(=O)N/C(=C\c2cccc([N+](=O)[O-])c2)C(=O)NCC2CCCO2)cc1 (stereo not drawn)
0.89	15	CC(C)CN1C(=O)/C(=C/c2cn(-c3ccccc3)nc2-c2cccs2)SC1=S
1.1	-21	CC(=O)NC1=NN(C(C)=O)C(C)(CCS(=O)(=O)c2ccc(Br)cc2)S1 (stereo not drawn)
0.9	13	CC(C)c1ccc(NC(=O)C(=O)NCC2CCNCC2)cc1
1.1	5	O=C1CC(S(=O)(=O)O)c2ccccc2/C1=N\O (stereo not drawn)
1.1	0	O=C1C2C3C=CC(C3)C2C(=O)N1Nc1ccccc1 (stereo not drawn)
1.1	5	Cc1ccc(C(=O)O)cc1N1C(=O)c2ccc(C(=O)c3cccc([N+](=O)[O-])c3)cc2C1=O
0.96	9	CCOC(=O)C(=C/C(C)=C/c1ccco1)C(=O)OCC
0.95	0	CC(NC(=O)C(=O)NCCN1CCN(C(=O)c2ccc([N+](=O)[O-])cc2)CC1)c1ccccc1 (stereo not drawn)
1	12	COC(=O)C1=C(C)N=c2s/c(=C\c3ccc(-c4ccccc4C(=O)O)o3)c(=O)n2C1c1ccccc1 (stereo not drawn)
0.98	13	O=[N+]([O-])c1ccc(NCCNS(=O)(=O)c2ccccc2)c(Cl)c1
0.99	8	COc1ccc(C2CC(=O)C3=C(C2)Nc2ccccc2NC3c2ccc(O)c([N+](=O)[O-])c2)cc1OC (stereo not drawn)
0.93	26	O=C(c1cc2cc([N+](=O)[O-])ccc2oc1=O)N1CCN(C/C=C/c2ccccc2)CC1
1	1	CC(C)CN1C(=O)/C(=C/c2ccc(C(C)(C)C)cc2)SC1=S
1.1	-3	CCOC(=O)C1(C)C(Br)=C(O)C(=O)N1c1ccccc1 (stereo not drawn)

# Looked up above:
# O=C1C2C3C=CC(C3)C2C(=O)N1Nc1ccccc1 (stereo not drawn) – Cy5 interf NS3h: 1.1
# CCOC(=O)C(=C/C(C)=C/c1ccco1)C(=O)OCC – Cy5 interf NS3h: 0.96

# Continued:
Cy5 interf NS3h	HCV NS3h FP	canonical_smiles
1.1	19	CCOc1ccccc1NC(=O)CN(c1ccc(C)c(Cl)c1)S(C)(=O)=O
1.1	16	O=C(c1cccc([N+](=O)[O-])c1)c1ccc2c(c1)C(=O)N(NC(=O)c1ccco1)C2=O
0.72*	10	COc1cc(/C=C2/C(=O)NN(c3ccc(C)c(C)c3)C2=O)cc([N+](=O)[O-])c1O
1.1	10	O=C(CCNc1ccccc1)c1ccc([N+](=O)[O-])cc1
0.9	13	O=C(Nc1cc(Cl)cc(Cl)c1)c1cccc(Cl)c1Cl
0.94	21	Cc1ccccc1/C=N\N1CCN(Cc2cccc3ccccc23)CC1
0.96	28	O=C(Nc1ccccc1)Nc1nnc(-c2cccc(F)c2)s1
0.98	0	CCCCCCN1C(=O)C(O)=C(C(C)=O)C1c1ccc(C(C)C)cc1 (stereo not drawn)
1.1	15	O=C(O)CSc1ccc(I)cc1C(=O)O
0.68*	25	CS(=O)(=O)N(CC(=O)N(Cc1ccccc1)Cc1ccccc1)c1ccc(Cl)cc1

# 3 entries out of the list above, arranged by the value under HCV NS3h FP, low to high:
molecule,HCV NS3h FP
CCCCCCN1C(=O)C(O)=C(C(C)=O)C1c1ccc(C(C)C)cc1 (stereo not drawn),0
CCOc1ccccc1NC(=O)CN(c1ccc(C)c(Cl)c1)S(C)(=O)=O,19
CS(=O)(=O)N(CC(=O)N(Cc1ccccc1)Cc1ccccc1)c1ccc(Cl)cc1,25

# The listing continues:
Cy5 interf NS3h	HCV NS3h FP	canonical_smiles
1	11	O=C(CSc1nc2ccccc2c(=O)n1-c1ccccc1)c1cc(Cl)sc1Cl
0.71*	8	O=C(CCC(=O)OCC(F)(F)C(F)F)Nc1nc2ccccc2s1
1	6	COc1cccc(NC(=O)CN(c2ccc(OC)c(Cl)c2)S(=O)(=O)c2ccccc2)c1
0.94	12	O=C(c1cccc(Br)c1)N1CCN(c2ccc(F)cc2)CC1
0.9	6	COc1ccc(S(=O)(=O)N(CC(=O)Nc2ccc3c(c2)OCO3)c2ccc(C)cc2)cc1OC
1	2	COc1ccc(-c2noc(COc3ccc(C)cc3Br)n2)cc1
1	27	O=C(Nc1ccccc1)c1c(NC(=S)Nc2ccccc2)sc2c1CCCC2
1	2	COc1ccc(N(CC(=O)O)S(C)(=O)=O)c(OC)c1
1	4	O=C(O)c1cccc(CP(=O)(c2ccccc2)c2ccccc2)c1
0.87	4	COC(=O)c1ccc(N2C(=O)c3cccc([N+](=O)[O-])c3C2=O)cc1

# Laid out differently: two of the compounds above.
# Values run as follows: Cy5 interf NS3h, HCV NS3h FP
COc1ccc(N(CC(=O)O)S(C)(=O)=O)c(OC)c1
→ 1, 2
O=C(O)c1cccc(CP(=O)(c2ccccc2)c2ccccc2)c1
→ 1, 4

# Following part.
Cy5 interf NS3h	HCV NS3h FP	canonical_smiles
0.96	22	COc1cccc(OCCNC(=O)Cc2cccc3ccccc23)c1
0.93	6	COc1ccc2oc(=O)c(C(=O)Nc3ccc(C(C)=O)cc3)cc2c1
0.88	9	Cc1cc(C)nc(SCC(=O)N2c3ccccc3Sc3ccc(C(F)(F)F)cc32)n1
0.98	9	CN(C)c1ccc(/C=N\N=C2/NC(=O)C(Cc3ccc(Cl)cc3Cl)S2)cc1 (stereo not drawn)
1	11	Cc1cccc(-c2noc(-c3ccc(Br)cc3)n2)c1
0.84	15	COC(=O)c1ccccc1NC(=O)CSc1nnc(-c2cccc(F)c2)n1-c1ccccc1
1.1	6	Cc1ccc(N2C(=O)CC(NCc3cccc4ccccc34)C2=O)cc1 (stereo not drawn)
0.92	11	COc1ccccc1OCCn1cc(C=C2C(=O)N(C)C(=O)N(C)C2=O)c2ccccc21
0.98	-16	COc1ccc(/C=C2/SC(=O)N(CC(=O)Nc3ccc(F)c(Cl)c3)C2=O)cc1OC
0.74*	10	COc1ccc(CN2CCN(S(=O)(=O)c3ccc(C)cc3)CC2)cc1OCc1ccccc1

# Bioassay records (PubChem)
